Bioassay records (PubChem BioAssay)
GPR7 antag – blocks human GPR7 receptor signaling. GPR7-expressing cells, fluorescence antagonist assay. inhibition, % at 4.4 µM. 290,000 tested, 1.1% active; in the data active = inhibition above about 16%, passing the limit was not always enough;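 note: cells stimulated with the agonist NPW; 0% = agonist with vehicle and 100% = vehicle without agonist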
MEKK2 WT-MEK5 – raises or lowers MEK5 binding to wildtype human MEKK2 PB1 domain; Q9Y2U5; bead flow cytometry, Alexa488-MEK5 binding to MEKK2 WT; actives lie on both sides; binding response (% of control), % at 10 µM; 290,000 tested, 1.1% active; AID 1531; in the data active = binding response below about 67% or above about 130%; inconclusive = no clear call, values can overlap the other calls; inactive = in between
GalR3 antagonist – antagonists of human GalR3; O60755; HEK293 GalR3-CNG cAMP membrane potential fluorescence; galR3 body fused to GalR1 C-terminus; inhibition, % at 3 µM; 360,000 tested, 0.44% active; AID 651719;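 active = inhibition above the screen-wide average plus 3 SD, cut at about 13% in these data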;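 note: forskolin and galanin both at EC90 stimulate the cells; cAMP rise reported by CNG channel membrane potential dye signal; 0% = forskolin plus galanin with DMSO and 100% = forskolin alone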
Target sequence (O60755 1-299 limits assumed): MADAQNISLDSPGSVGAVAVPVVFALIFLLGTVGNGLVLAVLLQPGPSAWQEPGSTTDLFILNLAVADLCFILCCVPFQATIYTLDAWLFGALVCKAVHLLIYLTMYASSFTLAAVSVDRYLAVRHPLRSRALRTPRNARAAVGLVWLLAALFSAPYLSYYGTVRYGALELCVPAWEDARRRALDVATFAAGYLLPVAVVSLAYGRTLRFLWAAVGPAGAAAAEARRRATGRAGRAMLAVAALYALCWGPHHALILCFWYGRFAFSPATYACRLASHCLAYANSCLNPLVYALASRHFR
OXTR ag – agonists of human oxytocin receptor. P30559. CHO-OTR cells, Fluo-8 calcium fluorescence; normalized: DMSO 0%, oxytocin 100%. activation, % at 3 µM. 320,000 tested, 0.32% active;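 active = activation above the mean of all tested compounds plus 3 SD, cutoff set per screening run, cut at about 20% in these data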;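 note: peak over basal fluorescence ratio from a 100 s FLIPR kinetic read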
Target sequence (P30559 whole entry, looked up): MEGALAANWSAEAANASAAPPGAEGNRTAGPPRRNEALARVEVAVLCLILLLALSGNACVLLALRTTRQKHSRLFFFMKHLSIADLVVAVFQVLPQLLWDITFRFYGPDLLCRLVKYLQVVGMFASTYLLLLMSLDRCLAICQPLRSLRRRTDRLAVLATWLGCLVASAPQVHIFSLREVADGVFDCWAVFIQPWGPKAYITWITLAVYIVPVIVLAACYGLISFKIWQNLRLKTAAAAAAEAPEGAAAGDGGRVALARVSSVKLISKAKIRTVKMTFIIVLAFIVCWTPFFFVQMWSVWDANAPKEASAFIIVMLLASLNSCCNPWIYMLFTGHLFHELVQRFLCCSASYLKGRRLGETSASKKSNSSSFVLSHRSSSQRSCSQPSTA
V1R ag counter – activates human V1a receptor in oxytocin agonist counter-screen | 320,000 tested, 0.25% active | CHO-V1R cells, Fluo-8 calcium fluorescence, agonist mode; 0% DMSO, 100% 3 nM vasopressin | activation, % at 3 µM | P37288;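 active = activation above the mean activation of all tested compounds plus 3 SD, per screening run, cut at about 20% in these data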;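 note: signal is peak over basal fluorescence ratio across a 100 second FLIPR read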
MEKK3 PB1 HTS – modulators (inhibitors or enhancers) of MEK5 binding to human MEKK3 PB1 domain; bead-based flow cytometry, Alexa488-MEK5 binding to MEKK3; actives lie on both sides; 0 = blocked by unlabeled MEK5, 100 = vehicle; binding response (% of control), % at 10 µM; 290,000 tested, 1.4% active; AID 1529;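 active = binding response more than 3 SD above or below the average of its plate-row segment, actives on both sides; inconclusive = wells at one plate position flagged as instrument error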;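 note: Alexa488 bead fluorescence after subtracting the streptavidin-only scavenger bead signal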
MEKK2mut PB1 HTS – signal of MEK5 binding to mutant human MEKK2 PB1 domain. percent response, % at 10 µM. 290,000 tested, 0.35% active. AID 1530. bead flow cytometry, Alexa488-MEK5 binding to MEKK2 mutant; in the data active = percent response above about 24%, passing the limit was not always enough; note: inactives centre near 1; some results filed as inactive read as strong as hits; reference of the scale not given here
NALP1 inh – inhibitors of NALP1 inflammasome in yeast. S. cerevisiae NALP1/ASC/caspase-1 growth, X-gal OD620, 72 h. inhibition, % at 10 µM. 280,000 tested, 0.61% active. AID 2071; in the data active = inhibition mostly above about 24%, no sharp cut-off; inactive = mostly below about 32%; note: some compounds called inactive have numbers as strong as hits
PHOSPHO1 block – inhibitors of human PHOSPHO1 phosphatase | 290,000 tested, 1.1% active | inhibition, % at 13.3 µM | recombinant PHOSPHO1, absorbance phosphatase assay | Q8TCT1; in the data active = inhibition above about 60%
Target sequence (Q8TCT1 whole entry, looked up): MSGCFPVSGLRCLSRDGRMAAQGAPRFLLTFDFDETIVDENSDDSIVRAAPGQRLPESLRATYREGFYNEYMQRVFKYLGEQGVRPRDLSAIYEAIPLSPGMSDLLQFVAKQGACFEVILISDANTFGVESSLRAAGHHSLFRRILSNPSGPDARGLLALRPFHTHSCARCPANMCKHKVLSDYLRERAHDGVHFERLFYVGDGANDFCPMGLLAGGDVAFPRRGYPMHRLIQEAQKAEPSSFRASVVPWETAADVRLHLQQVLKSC
* = called active by the depositor; u = inconclusive; x = not tested or not shown.

SMILES	GPR7 antag	MEKK2 WT-MEK5	GalR3 antagonist	OXTR ag	V1R ag counter	MEKK3 PB1 HTS	MEKK2mut PB1 HTS	NALP1 inh	PHOSPHO1 block
Cn1c(SCc2ccccc2)nnc1-c1cnccn1	-3	107	-4	-0.6	0.3	100	4	29	4
CC1CCN(C(=O)CSc2nc3ccccc3s2)CC1	-1	x	-3	-2.0	-0.9	x	x	-9	42
CCCN(CCC)CCCNC(=S)Nc1ccc2nc(N3CCN(C)CC3)cc(C)c2c1	-15	111	-6	0.1	0.5	58	-3	8	41
CCN(CC)c1ccc(C(=O)Nn2cnc3ccccc3c2=O)cc1	11	104	-7	0.1	1.9	105	4	30	10
Cc1nn(-c2ccc(C(=O)O)cc2)c(C)c1Cl	-7	95	-5	0.5	0.7	96	0	-7	23
N#CCOc1ccccc1P(=O)(c1ccccc1)c1ccccc1	4	104	-2	-0.4	0.4	108	1	30	20
Cn1c(SCC(=O)NC(=O)NCc2ccco2)nnc1-c1ccccc1	-9	99	-1	-2.0	-0.1	105	-2	1	64*
CCN(CC)S(=O)(=O)c1ccc(OC)c(NC(=O)c2ccc3c(c2)OCO3)c1	3	104	1	-0.7	-0.8	109	0	21	-1
O=C(COc1nc2ccccc2nc1N1CCOCC1)NCC(F)(F)F	1	100	-3	-0.7	-0.1	100	1	23	-12
CC(=O)c1sc(NC(=O)c2cccc3ccccc23)nc1C	1	106	-2	-0.5	0.4	106	9	14	1
c1ccc(-c2noc(-c3cccc4ccccc34)n2)nc1	-8	107	-5	-1.7	-1.8	103	3	3	19
Cc1cccc(OCC2=N/C(=C\N(C)C)C(=O)O2)c1	-13	101	-2	0.3	1.6	101	0	-5	-2
O=C(CN1C(=O)c2cccc3cccc1c23)N1CCc2ccccc2C1	-8	97	-5	1.3	1.6	101	-4	34	14
O=C(NCCC(=O)N1CCCC(C(F)(F)F)C1)c1ccc(Br)cc1 (configuration not stated)	0	101	-3	-0.2	0.4	97	0	20	48
Cc1noc(C)c1CSCC(=O)OCC(=O)NC1CCCCC1	2	101	-4	0.3	-0.6	98	-3	6	9
O=C(Nc1ccc(Br)cc1)c1cccnc1N1CCOCC1	11	91	-2	10	4.6	95	-8	2	44
CCC(O)c1nc2ccccc2n1CCc1ccccc1 (configuration not stated)	-15	108	-7	-0.1	1.0	109	10	9	46
CCOC(=O)N[C@H](Cc1c[nH]c2ccccc12)C(=O)NC1CC1	13	98	-4	1.2	0.4	103	5	9	42
Cc1nc2c(nnn2Cc2ccccc2)c(=O)n1-c1ccccc1	-4	x	-4	1.0	-0.1	x	x	14	36
CCOc1ccc(-n2c(SCC(=O)Nc3ccc4c(c3)OCO4)nc3ccccc3c2=O)cc1	0	109	-1	-1.9	-0.4	106	6	8	24
O=C1CNC(=S)N1CCCn1ccnc1	-6	100	-6	0.0	0.8	104	6	-1	49
O=C(Cc1cccs1)N1CCN(c2ccc([N+](=O)[O-])cc2)CC1	-3	88	-4	3.0	6.6	96	-13	9	-8
COc1cc(/C=C(\C#N)C(=O)NCC2CCCO2)ccc1OCC(=O)O (configuration not stated)	-8	99	6	0.8	0.9	93	-3	-1	46
Cn1cccc1/C=N/NC(=O)c1cccs1	-11	96	2	-0.3	-0.5	94	-1	2	33
O=C(O)c1nc(-c2ccccc2)n(-c2ccc(Cl)cc2)n1	0	96	4	-0.8	-0.1	100	7	-4	32
C/C(=N\N1CCN(Cc2ccc(Cl)cc2)CC1)c1ccc([N+](=O)[O-])cc1	-5	96	-7	-0.7	0.4	89	-18	15	20
COC(=O)c1ccc(C)c(NC(=O)Cc2coc3cc(OC)ccc23)c1	3	91	1	-0.5	1.1	94	0	6	3
O=C(O)C(c1ccccc1)c1ccccc1	x	107	-1	0.0	0.5	106	3	x	x
COc1ccc(S(=O)(=O)Cc2ccccc2)cc1N	-7	87	0	1.2	0.9	96	-6	-23	-6
Cc1cc(C)cc(NC(=O)C2CCN(S(C)(=O)=O)CC2)c1	-7	103	5	0.2	1.1	99	-2	25	19

Single values from the results shown:
`O=C(O)C(c1ccccc1)c1ccccc1` – GalR3 antagonist: -1
`CCOC(=O)N[C@H](Cc1c[nH]c2ccccc12)C(=O)NC1CC1` – NALP1 inh: 9

Three neighbouring records already listed:
SMILES	GPR7 antag	MEKK2 WT-MEK5	GalR3 antagonist	OXTR ag	V1R ag counter	MEKK3 PB1 HTS	MEKK2mut PB1 HTS	NALP1 inh	PHOSPHO1 block
O=C(O)C(c1ccccc1)c1ccccc1	x	107	-1	0.0	0.5	106	3	x	x
COc1ccc(S(=O)(=O)Cc2ccccc2)cc1N	-7	87	0	1.2	0.9	96	-6	-23	-6
Cc1cc(C)cc(NC(=O)C2CCN(S(C)(=O)=O)CC2)c1	-7	103	5	0.2	1.1	99	-2	25	19

Further results.
SMILES	GPR7 antag	MEKK2 WT-MEK5	GalR3 antagonist	OXTR ag	V1R ag counter	MEKK3 PB1 HTS	MEKK2mut PB1 HTS	NALP1 inh	PHOSPHO1 block
O=C(CCCCCN1C(=O)c2ccccc2C1=O)Nc1ccccc1F	-2	101	-11	0.6	2.4	100	2	21	14
Cc1cc(NC(=O)c2ccco2)no1	-4	98	-6	-0.1	0.0	94	-3	10	-4
CCNC(=O)/C(C#N)=C/c1c(N2CCN(c3cccc(Cl)c3)CC2)nc2c(C)cccn2c1=O	-15	98	-6	x	x	105	2	6	31
O=C1c2ccccc2C(=O)N1/N=C/c1ccc(O)c(O)c1	-4	103	0	-0.8	0.2	100	-2	10	1
CCS(=O)(=O)N1CCC(C(=O)O)CC1	-8	93	-3	1.2	0.4	99	-6	-8	36
O=C(O)/C=C\C(=O)Nc1cccc(NC(=O)c2ccccc2)c1	8	88	2	-0.2	-0.6	86	-4	6	41
Cc1ccc(NC(=O)CCC(=O)NNC(=O)CCc2ccccc2)c(C)c1	-11	92	-7	0.0	1.6	96	-9	2	4
O=C(O)c1cc(=O)c2c(OCC(O)COc3cccc4oc(C(=O)O)cc(=O)c34)cccc2o1	-7	106	-3	x	x	106	-2	19	8
CCC(=O)c1ccc(OCC(=O)NC2(C#N)CCCCC2)cc1	-3	88	-3	1.6	1.3	97	-10	7	-3
Cc1ccc(C(C(=O)NC2CCCC2)N(Cc2ccco2)C(=O)CCC(=O)Nc2ccccn2)cc1 (configuration not stated)	-8	101	-3	-2.0	-1.7	99	9	-4	9
O=C(NCCCn1ccnc1)c1cc(-c2ccc3c(c2)OCO3)on1	3	113	x	0.1	1.0	108	16	11	-31
Cc1noc(C)c1S(=O)(=O)N1CCC(C(=O)N(C)Cc2ccccc2)CC1	-2	107	-3	0.8	1.7	108	4	-8	12
O=C(N/N=C/c1cc(Br)c(Br)o1)c1cccnc1	1	105	-3	-0.1	0.6	123	1	3	4
Cc1ccc(C)c(NS(=O)(=O)c2ccc(OCC(=O)N3CCOCC3)cc2)c1	-4	113	-4	2.8	2.8	114	12	1	0
Cc1ccc(N2C(=O)CN(Cc3sccc3C)C2=S)cc1C	-14	105	-3	-1.3	-1.3	125	0	17	2
O=C(c1ccc2c(c1)OCO2)N(c1ccc(Cl)cc1)C1C=CS(=O)(=O)C1 (configuration not stated)	1	103	1	-0.2	1.1	102	2	9	10
COCCNC(=O)CSCc1c(F)cccc1Cl	6	108	-1	0.6	1.3	104	6	10	-5
CC(C)(O)C#Cc1ccc(C(=O)NCCC(=O)O)s1	-9	96	2	-0.7	1.0	99	1	14	34
COc1ccc(/C=C2\SC(=O)N(CC(=O)NCCC(C)C)C2=O)cc1OC	-15	99	-2	-1.9	0.5	100	3	-4	27
CCOC(=O)c1[nH]c2cc(OC)c(OC)cc2c1NC(=O)c1ccc2c(c1)OCO2	-4	u	-3	1.4	0.0	u	-37	22	68*
Cc1c(C(=O)N2CCc3ccccc32)cnn1C	-10	98	x	2.1	0.6	99	-1	22	-3
OCCOCCNc1ncnc2c1cnn2-c1ccc(Cl)cc1	1	108	4	3.2	2.8	108	9	-11	-5
CN(C(=O)c1cccn(Cc2ccccc2)c1=O)c1ccccc1	-12	101	-6	-0.2	-0.3	107	0	16	24
CCc1ccccc1NC(=O)CSc1nnc([C@@H](NC(=O)OC(C)(C)C)C(C)CC)o1 (some centres not stated)	-12	89	-7	-1.3	-1.9	89	-8	-10	14
COc1ccc(Cl)cc1NCCC(O)c1ccc(F)cc1 (configuration not stated)	-2	108	-8	-1.8	-0.6	106	11	-17	6
COc1ccc(C(=O)N2CCN(Cc3ccccn3)CC2)cc1	4	98	-9	-0.7	0.5	101	1	4	35
O=C(NCc1nc(-c2ccccc2)no1)c1ccc2c(c1)OCO2	-7	92	-3	2.5	1.8	89	-7	13	15
Nc1nnc(SCC(=O)OCC(=O)NC23CC4CC(CC(C4)C2)C3)s1	-7	101	5	-0.5	0.9	107	-1	-1	32
Cc1cc(C)c2ccc(N)nc2c1O	-3	97	-4	-0.1	0.5	99	2	4	20
Cc1ccc(OCC(=O)NNC(=S)NC(=O)c2ccc(Br)o2)c(C)c1	3	97	-5	x	x	103	-3	9	-8
Cc1cc(SCC(=O)c2ccc3c(c2)OCO3)nc2ccccc12	7	38*	-5	0.0	0.6	113	39	6	23
CCc1cccc(C)c1NC(=O)C1=C(C(=O)O)CCCC1	-13	109	-7	0.3	0.9	106	6	13	-4
CC(C)c1nc2ccc(C(=O)O)cc2[nH]1	-17	87	-12	0.5	0.5	90	-4	7	0
Cc1ccccc1-c1n[nH]c(=S)n1/N=C/c1ccc(-c2ccccc2Br)o1	-14	95	-2	x	x	107	-5	4	-60
CC1(C)CC(NC(=O)CCC2CCCC2)CC(C)(C)N1	-5	114	0	0.0	0.5	111	5	-8	7
CCCCNC(=O)c1ccc(CS(=O)(=O)Cc2ccccc2F)o1	-7	102	-2	-0.5	0.8	102	0	-3	-22
Cc1ccc(-c2noc(C3CCCN(C(=O)c4c(F)cccc4F)C3)n2)cc1 (configuration not stated)	-5	103	-7	3.9	4.0	98	3	11	-22
COC(=O)C1CSC(C(=O)OC)N1C(=O)Nc1ccc(Cl)c(Cl)c1 (configuration not stated)	-11	109	3	4.9	2.8	110	10	29	26
COc1ccc(S(=O)(=O)N2CCC(C(=O)NC3CC3)CC2)cc1OC	-7	106	3	-0.2	1.7	104	10	10	18
CCC(C)(C)n1nnnc1CN1CCN(c2ccc(OC)cc2)CC1	-4	103	-5	0.9	1.1	103	2	6	52
Fc1ccc(-n2c(-c3cccs3)nc3nc4ccccc4nc32)cc1	-8	100	2	-1.8	-1.3	134*	0	10	-6
CC(C)=CCN1CCN(Cc2ccc3nsnc3c2)CC1CCO (configuration not stated)	-15	94	3	0.7	3.3	92	-10	16	46
Nc1nc2ccccc2nc1N	-2	99	-5	0.2	0.8	95	1	32	28
Cc1cccc(NC(=O)C2CCN(S(=O)(=O)c3cccc4nonc34)CC2)c1	7	102	-6	9.1	8.3	102	-1	20	40
CCOc1ccccc1C(=O)N1CCN=C1SCc1cccnc1	2	101	1	1.5	3.3	96	1	17	21
COc1ccc(/C=N/N2C(=O)CSC2=S)cc1	-4	101	-9	0.5	0.6	98	2	x	50
CCCCn1c(N)c(-c2nc3ccccc3s2)c2c([N+](=O)[O-])nn(CC)c(=O)c21	-7	113	-6	0.6	0.2	102	13	2	0
CCCCOc1ccc(C(=O)OCC(=O)NC2CCCC2)cc1	-8	104	-10	8.4	6.9	106	6	10	20
Cn1cnnc1SCc1ccc(C(=O)N=Nc2c(O)n(C)c3ccccc23)cc1	-14	101	-11	0.3	1.8	101	2	36	-27
CCCCN1C2CCCC1CC(NC(=O)c1ccc(OC)c(OC)c1)C2 (configuration not stated)	6	115	-1	1.2	-0.6	118	6	1	15
